CaV13 FRET inh: Disruptors of the CACNA1D IQ motif to Ca2+-dependent inactivation inhibitor domain association, primary screening, Förster resonance energy transfer in intact living …; inhibition, % at 12.3 µM; HEK cells, CFP/YFP FRET ICDI-IQ, plate reader, 10 min; percent FRET-ratio fall versus neutral wells; actives 0.098% (n = 340,000);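 active means mean replicate inhibition of at least 30% and at least 1% of replicates passing that level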;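 further: 0% = median of the neutral control wells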
NR2E3 ag-1: NR2E3 agonists in two-hybrid cells, primary screen, cell-based, luminescence, CHO-S, Gal4-NCOR/VP16-NR2E3; Photoreceptor-specific nuclear receptor (Homo sapiens), Q9Y5X4; luciferase; inhibition of corepressor binding, % at 3.98 µM; actives 0.35% (n = 360,000); AID 602229, 2012;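 active means inhibition above the mean of all tested compounds plus 3 SD, cut at about 70% in these data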;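 further: 0% = DMSO with NR2E3 transfected cells and 100% = cells lacking NR2E3 construct; higher means lower luciferase signal from less NR2E3 corepressor binding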
Target sequence (Q9Y5X4 whole entry, looked up, the tested form may be a part): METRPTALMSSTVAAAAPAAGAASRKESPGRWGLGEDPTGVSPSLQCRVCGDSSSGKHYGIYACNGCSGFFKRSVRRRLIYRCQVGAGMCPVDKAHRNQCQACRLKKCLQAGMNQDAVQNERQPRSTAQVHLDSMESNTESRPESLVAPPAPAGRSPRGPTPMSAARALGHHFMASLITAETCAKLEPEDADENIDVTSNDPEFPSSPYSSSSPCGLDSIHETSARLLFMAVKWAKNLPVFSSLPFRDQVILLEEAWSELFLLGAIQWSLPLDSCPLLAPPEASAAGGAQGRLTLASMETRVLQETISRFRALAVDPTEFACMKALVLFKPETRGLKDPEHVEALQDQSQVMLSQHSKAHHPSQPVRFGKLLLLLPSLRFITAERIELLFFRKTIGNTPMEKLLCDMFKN
PDI turbidity: inhibitors of human PDI, primary screen, biochemical, turbidity, single point, plate reader; PDI insulin aggregation turbidity, A650, 90 min; inhibition, % at 10 µM; actives 0.052% (n = 350,000); AID 588391, 2011;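 active means mean inhibition across replicates of 30% or more, whatever share of single replicates reach that level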;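 further: absorbance from insulin aggregation driven by PDI reduction with DTT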
Target sequence (P07237 whole entry, looked up): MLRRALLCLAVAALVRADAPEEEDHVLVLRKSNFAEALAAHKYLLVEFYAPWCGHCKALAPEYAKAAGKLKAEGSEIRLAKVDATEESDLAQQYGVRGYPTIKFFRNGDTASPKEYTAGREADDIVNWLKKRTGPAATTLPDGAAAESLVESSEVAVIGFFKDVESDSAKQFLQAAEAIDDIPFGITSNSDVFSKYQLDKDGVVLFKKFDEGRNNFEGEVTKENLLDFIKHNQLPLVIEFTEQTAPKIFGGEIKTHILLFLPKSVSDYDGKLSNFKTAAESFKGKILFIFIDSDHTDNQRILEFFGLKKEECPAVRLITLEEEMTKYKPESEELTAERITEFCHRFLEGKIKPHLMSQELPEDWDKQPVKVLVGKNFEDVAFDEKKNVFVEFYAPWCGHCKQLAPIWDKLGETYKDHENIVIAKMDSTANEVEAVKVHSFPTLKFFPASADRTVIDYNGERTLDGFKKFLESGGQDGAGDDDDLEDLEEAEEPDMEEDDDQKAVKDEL
hiPSC survival: enhancers of single-cell hiPSC survival, primary screen, ATPlite luminescence; 100% = ROCK inhibitor wells, 0% = DMSO; survival enhancement, % at 20 µM; actives 0.044% (n = 360,000); in the data active means survival enhancement above about 18%;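 further: cells exposed to compounds for 16 hours before the ATP read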
Peg3 promoter: Peg3 promoter-driven luciferase inhibitors, primary screen, cell-based, HeLa, luciferase luminescence | HeLa PEG-Prom luciferase reporter, overnight | inhibition, % at 20 µM | actives 1.7% (n = 360,000) | AID 588405, 2011;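 active means inhibition of at least 50% at 20 µM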
HIF-2a inh: HIF-2a reporter inhibitors, primary screen, luminescence, 786-0 RCC cells | 786-0 RCC cells HIF-2a reporter, luciferase luminescence, overnight | inhibition, % at 18.8 µM | actives 0.72% (n = 360,000) | AID 624352, 2012;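 active means inhibition of the luminescence signal of 40% or more relative to plate controls, in a single-dose primary screen at 18.75 µM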
NR2E3 ag-2: inhibitors of NR2E3-RetCOR corepressor binding, primary screen, NR2E3 agonist project, biochemical, TR-FRET, GST-NR2E3, biotin-RetCOR; 1536-well; inhibition of corepressor binding, % at 4.78 µM; actives 0.12% (n = 320,000); AID 2300, 2010;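 active means percent inhibition above the cutoff of mean plus 3 SD of all tested compounds, set per screening campaign, cut at about 20% in these data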;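 further: 0% = DMSO wells and 100% = biotin wells as full block of FRET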
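System: GST-NR2E3 and biotin-RetCOR proteins; probe or stimulus: 7 nM biotin-RetCOR; doses: compound at 4.8 µM, single dose; schedule: Compound–protein incubation for 5 h at 4 °C; detection: time-resolved FRET; read-out: percent inhibition; controls: biotin wells as high control, 0.6% DMSO wells as low control; format: 1536-well plates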
MITF TRPM1 inh: inhibitors of MITF-dependent TRPM1 promoter reporter, primary screen, cell-based, SK-MEL-5, single point, luciferase; SK-MEL-5 TRPM1 promoter luciferase, 24 h; inhibition, % at 12.5 µM; actives 0.83% (n = 330,000); AID 488899, 2010;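 active means mean inhibition across replicates of 60% or more, whatever share of single replicates reaches that level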; further: values of inactives mirror those of a sister screen read the other way
Granule exo inh: LAMP-1 surface exposure blockers, TALL-104 cells – cell-based, flow cytometry, MLPCN library, primary screen; actives 0.66% (n = 360,000); TALL-104 LAMP-1 surface exposure; cells stimulated with thapsigargin and PMA; AID 651702, 2012; inhibition, % at 10 µM;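 active means inhibition above about 55%, limit read from the data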
Vif inh: HIV Vif self-association inhibitors, primary screen, imaging, HEK293T, single point; HEK293T cells, Vif self-association by quenched fluorescence, 24 h; inhibition, % at 7.49 µM; actives 0.35% (n = 340,000); in the data active means inhibition above about 50%, passing the limit was not always enough; further: some results filed as inactive read as strong as hits
aDG glyco up: activators of alpha-DG glycosylation, primary screen, uHTS, Pro5-aDG cells, AlphaScreen; alpha-DG glycosylation AlphaScreen (IIH6); 0% Pro5, 100% B10-LARGE cell signal; activation, % at 10 µM; actives 0.22% (n = 360,000); AID 624168, 2012;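 active means activation of at least 8% versus controls, or a plate z-score of at least 8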;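 further: Pro5 are CHO cells carrying HIG-tagged alpha-DG that lacks glycosylation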
* marks the source's active call; other numbers are inactive results; · = no result given. Hits appear at their usual frequency; any-hit rate near 3.5%.

SMILES	CaV13 FRET inh	NR2E3 ag-1	PDI turbidity	hiPSC survival	Peg3 promoter	HIF-2a inh	NR2E3 ag-2	MITF TRPM1 inh	Granule exo inh	Vif inh	aDG glyco up
CC1CCCN(CCCNC(=O)c2ccc3c(c2)N(Cc2cccc(Cl)c2)C(=O)c2ccccc2S3=O)C1 (stereo not given)	-4	4	1	-4.9	57*	8	·	·	14	24	3.3
COc1ccc(-c2nn(CC(=O)N(C)C)c(=O)c3ccccc23)cc1	·	-11	-4	3.3	2	9	3	-13	-1	11	0.0
COc1cc([N+](=O)[O-])ccc1NC(=O)Cc1ccccc1	-2	15	1	0.3	-5	-6	-1	-1	7	-6	0.6
CCOC(=O)c1ccc(Oc2nc(NC)nc(Nc3ccccc3)n2)cc1	-8	-18	-1	0.6	14	7	-4	-8	7	-13	0.0
COc1cc(-c2n[nH]c(=S)n2-c2ccc(Br)cc2)cc(OC)c1OC	-5	-5	18	-0.4	1	13	3	2	-5	6	0.1
O=C(NNc1ccccc1)C(=O)N1CCCCC1	-15	11	14	-1.0	5	17	-1	15	-4	0	0.0
COc1ccc(CCNC(=O)COC(=O)CNS(=O)(=O)c2ccc(SC)c([N+](=O)[O-])c2)cc1	-20	9	-1	2.1	-24	7	6	16	13	9	-0.3
CCOC(=O)c1ccc(OCc2nc(-c3cccs3)no2)cc1	·	-29	-5	-2.1	-44	-24	-1	0	-2	8	0.0
COCCN(Cc1ccc(C)cc1)C(=O)[C@H]1O[C@@H](n2cnc3c(N)ncnc32)[C@H](O)[C@@H]1O	-6	15	·	9.4	2	19	·	·	0	1	-0.1
COc1ccc(N2CCN(C(=O)COC(=O)CSc3ccccc3)CC2)cc1	-5	5	5	0.5	-5	6	·	-5	-1	13	-0.4
NS(=O)(=O)c1ccc(CCNC(=O)c2cc(-c3ccc(Br)cc3)nc3ccccc23)cc1	-5	-26	-6	0.4	-2	-43	1	-18	-2	·	-0.2
C(=C\c1ccccc1)/CN1CCN(C(c2cccc3ccccc23)c2nnnn2-c2ccc3c(c2)OCCO3)CC1 (stereo not given)	-5	7	·	2.2	7	-15	·	·	8	1	-0.3
CN(C)CCOC(=O)/C(=C/c1cn(C)c2ccccc12)NC(=O)c1ccccc1	-6	13	3	-0.2	13	22	1	21	7	8	0.1
COC(=O)c1ccc(CNC(=O)COC(=O)c2ccccc2-c2ccccc2)cc1	-5	10	2	-0.4	19	-1	1	-5	0	0	0.4
CCN(CC(=O)Nc1ccc([N+](=O)[O-])cc1OC)CC(=O)NC(C)(C)C	-3	-10	5	-1.2	1	12	-3	-6	-2	-2	0.3
CCCCN(C(=O)CSc1nc2ccccc2n1CC)C1CCS(=O)(=O)C1 (stereo not given)	-2	6	-4	-0.9	5	7	0	15	28	-4	-0.1
CCOC(=O)c1c(NC(=O)COc2ccccc2C#N)sc2c1CC(C)(C)NC2(C)C	-9	-1	1	-0.5	29	10	3	53	57*	-1	-0.6
CCc1ccc([C@@H]2CC(=O)[C@@H]3CN(S(=O)(=O)c4ccc(Cl)cc4)[C@H](c4ccc(C)cc4)C[C@@H]3N2S(=O)(=O)c2ccc(C)cc2)cc1	-3	-9	·	0.6	14	14	·	·	-2	4	-0.1
CCOC(=O)c1c(NC(=O)C2=C(C)NC(=S)NC2c2ccc(F)cc2)sc(C)c1C (stereo not given)	-3	13	-3	-1.5	20	7	-5	2	4	-13	0.6
O=C1CN(c2cc(Cl)cc(Cl)c2)C(=O)CN1/N=C/c1cccnc1	-2	-5	7	0.8	0	6	9	12	2	-4	0.1

Results in Granule exo inh and PDI turbidity (three entries from above):
| compound | Granule exo inh | PDI turbidity |
| --- | --- | --- |
| O=C1CN(c2cc(Cl)cc(Cl)c2)C(=O)CN1/N=C/c1cccnc1 | 2 | 7 |
| CCCCN(C(=O)CSc1nc2ccccc2n1CC)C1CCS(=O)(=O)C1 (stereo not given) | 28 | -4 |
| NS(=O)(=O)c1ccc(CCNC(=O)c2cc(-c3ccc(Br)cc3)nc3ccccc23)cc1 | -2 | -6 |

Other entries.
SMILES	CaV13 FRET inh	NR2E3 ag-1	PDI turbidity	hiPSC survival	Peg3 promoter	HIF-2a inh	NR2E3 ag-2	MITF TRPM1 inh	Granule exo inh	Vif inh	aDG glyco up
COC(=O)[C@]12CCCCC=C1N(CCC1=CCCCC1)C(=O)[C@H](CC(=O)NCc1ccccc1)C2	-4	-1	·	0.4	·	-2	·	·	2	·	0.0
CCCc1cc(C(=O)N2CCN(S(=O)(=O)c3ccc(OC)c(OC)c3)CC2)cs1	-8	-6	-1	4.0	2	-23	2	-17	-3	-4	-0.2
COc1cc(N2C(=O)c3ccccc3C2=O)c(Cl)cc1C(=O)OCC(=O)N1CCOCC1	-5	5	13	2.1	-1	18	3	8	0	-9	-0.1
Cn1c(=O)[nH]c(=O)c2c1nc(N1CCCCC1)n2CCOc1ccccc1	-2	-43	-2	1.8	0	12	-2	3	-4	-12	-0.3
CSc1ccccc1C(=O)NCc1ccc(S(N)(=O)=O)cc1	-4	16	10	0.1	1	19	1	0	0	2	0.5
CC(C)c1ccc(NC(=O)Cn2c(=O)oc3ccccc32)cc1	-4	-11	-2	-0.2	-31	-59	1	0	41	1	-0.1
COc1ccc(C2=NOC(C(=O)NCc3ccccn3)C2)cc1OC (stereo not given)	-7	-24	9	-2.2	5	8	3	-5	-1	-4	-0.2
COc1ccc(CC(=O)N2CCN=C2SCc2ccc([N+](=O)[O-])cc2)cc1	·	-15	-3	-0.8	34	23	-1	-2	0	-1	0.0
c1csc(C2CCCN2c2nc3nonc3nc2NC2CC2)n1 (stereo not given)	-6	1	-2	-1.0	9	18	5	9	4	3	0.0
CCCc1nc2ccc(Cl)cn2c1Cc1ccccc1OC	-9	6	·	0.8	-3	-27	·	·	-4	·	-0.2

Looked up above.
NR2E3 ag-1 with COC(=O)[C@]12CCCCC=C1N(CCC1=CCCCC1)C(=O)[C@H](CC(=O)NCc1ccccc1)C2 : -1
Granule exo inh with CCCc1cc(C(=O)N2CCN(S(=O)(=O)c3ccc(OC)c(OC)c3)CC2)cs1 : -3

Further compounds:
SMILES	CaV13 FRET inh	NR2E3 ag-1	PDI turbidity	hiPSC survival	Peg3 promoter	HIF-2a inh	NR2E3 ag-2	MITF TRPM1 inh	Granule exo inh	Vif inh	aDG glyco up
CC(C)c1ccc(S(=O)(=O)N2CCC(C(=O)NCc3ccco3)CC2)cc1	-7	26	19	-0.5	-2	5	·	15	1	-2	-0.2
Cc1c(OCC(=O)N2C[C@H]3C[C@@H](C2)c2cccc(=O)n2C3)ccc2c3c(c(=O)oc12)CCCC3	·	-3	·	-0.6	19	0	2	1	-4	7	0.2
CCc1c(O)nc(SCC(=O)Nc2ccccc2C)n(-c2ccc(C)cc2)c1=O	-4	-16	5	0.7	-6	1	0	3	0	-4	-0.1
O=C(COc1ccc(C2SCCS2)cc1)Nc1ccc(Cl)cc1	-5	1	6	-0.3	-4	0	-2	5	1	-7	-0.2
Cc1ccc(S(=O)(=O)N2CCc3ccccc3C2)cc1	-4	-15	3	0.0	13	8	1	-1	-14	-7	0.0
Cc1c(NC2=NC(C)(C)Cc3ccccc32)c(=O)n(-c2ccccc2)n1C	·	-4	0	4.4	2	10	1	-1	-2	7	0.1
Cc1cc(C)cc(N(CC(=O)NCc2ccccc2Cl)S(=O)(=O)c2c(C)[nH]c(=O)[nH]c2=O)c1	-14	-9	0	-0.5	42	6	3	10	-3	9	-0.2
COc1ccc(CN(C)C(=O)c2ccc(OCC(=O)N3CCOCC3)c(OC)c2)cc1	-18	-44	4	-0.1	-25	-79	0	-18	-1	-1	0.5
O=C(CSc1nc(O)cc(=O)n1-c1ccccc1)Nc1ccc2c3c(cccc13)CC2	-15	-3	-18	4.8	13	4	5	9	14	6	0.1
COc1ccccc1OCCNC(=O)c1cccs1	-6	-20	-16	-0.6	-74	-78	1	-18	-1	-5	0.0
O=S(=O)(CCS(=O)(=O)c1ccccc1)c1ccccc1	-6	-11	2	-0.1	-2	6	·	7	-2	19	0.2
N/C(=N\OC(=O)c1ccc(Cl)cc1)c1ccccn1	-4	-73	1	-1.5	78*	-4	-3	-18	4	28	-0.1
COc1ccc(S(N)(=O)=O)cc1C(=O)OCC(=O)N1CCCC(C)C1 (stereo not given)	-3	-20	8	2.3	15	7	·	6	2	9	-0.2
CC(=O)Nc1ccc2nc(CN3CCN(Cc4ccc(F)cc4)C(CCO)C3)ccc2c1 (stereo not given)	2	3	6	-0.3	14	18	4	17	-2	0	-0.1
O=C(NC1CCSc2ccccc21)c1ccc(F)cc1 (stereo not given)	-2	-1	1	0.1	-11	-6	3	8	-3	-4	-0.2
CCOC(=O)N1CCN(CC(O)c2ccccc2)CC1 (stereo not given)	-16	13	1	-0.3	2	37	-2	-6	1	-1	0.0
CCc1cc(C)cc(OCCOc2ccccc2/C=N/NC(C)=O)c1	3	-14	8	1.8	17	-7	1	-1	-3	-3	0.4
CCOC(=O)N1CCN(S(=O)(=O)c2ccc(C(=O)Nc3nc4c(s3)CC(C)CC4)cc2)CC1 (stereo not given)	-3	-2	-4	-0.6	34	1	1	12	-2	·	-0.5
CCN(CC)CCOc1ccc(C=NNc2nc3c([nH]2)c(=O)n(C)c(=O)n3C)cc1	-11	11	0	0.5	-3	9	·	-2	7	8	-0.3
CC1(c2ccccc2Cl)NC(=O)N(CC(=O)Nc2ccccc2OC(F)F)C1=O (stereo not given)	-7	13	3	0.7	9	5	-1	5	-1	1	-0.1
CC1(C)CC(=O)C2=C(C1)N(Cc1ccc(F)cc1)C(=O)C2(NC(=O)c1cccnc1)C(F)(F)F (stereo not given)	-6	-17	4	0.4	10	12	-3	-3	-2	0	-0.2
COc1ccc(CNC(=O)COC(=O)c2cccnc2Nc2cccc(C(F)(F)F)c2)cc1	-5	-22	-3	-3.0	-1	-4	2	0	0	11	-0.2
O=C(c1ccco1)N1CCN(C(=O)C2CCN(S(=O)(=O)c3cccc4nsnc34)CC2)CC1	-4	-13	-7	-0.1	10	13	-3	14	-6	-5	-0.2
CC(OC(=O)c1cccc(N(C)C)c1)C(=O)N1CCc2ccccc2C1 (stereo not given)	-5	-13	9	5.4	5	-10	·	3	16	-4	-0.2
O=C(Nc1cnc2ccccc2c1)c1ccncc1	-9	-119	10	0.5	-145	-200	3	-18	0	19	1.2
CC1CCN(c2ccc(C(=O)NCc3ccco3)cc2[N+](=O)[O-])CC1	-13	-11	6	1.5	-32	-88	-2	-1	-3	-5	-0.1
CCOc1ccc(-n2c(SCC(=O)Nc3cc(C)on3)nc3c(c2=O)SCC3)cc1	-5	1	1	-0.3	16	10	1	-3	16	3	0.0

From PubChem BioAssay
